# High-throughput results (PubChem)
# TAAR1 ag: human TAAR1 agonists, primary screen, Fluo-8 calcium fluorescence, CHO RD-HGA16 cells; Trace amine-associated receptor 1 (Homo sapiens), Q96RJ0; vehicle wells 0%, saturating PEA agonist 100%; activation, % at 3 µM; 0.99% of 360,000 active; AID 624467, 2012;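 active = activation above the mean activation of all test compounds in the run plus 3 SD, cut at about 38% in these data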
# Target sequence (Q96RJ0 whole entry, looked up): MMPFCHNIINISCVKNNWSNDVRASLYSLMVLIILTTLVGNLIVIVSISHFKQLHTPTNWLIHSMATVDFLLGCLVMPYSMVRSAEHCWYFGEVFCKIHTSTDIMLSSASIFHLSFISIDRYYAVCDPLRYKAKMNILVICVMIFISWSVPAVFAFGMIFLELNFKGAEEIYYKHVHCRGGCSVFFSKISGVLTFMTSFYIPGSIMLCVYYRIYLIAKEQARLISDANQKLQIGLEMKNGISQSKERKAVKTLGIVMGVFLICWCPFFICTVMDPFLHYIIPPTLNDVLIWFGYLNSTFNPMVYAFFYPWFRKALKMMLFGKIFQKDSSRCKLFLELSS
#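 Test system: RD-HGA16 (CHO) cells co-expressing Gα16 and hTAAR1 / Benchmarks: DMSO vehicle as 0%, PEA at EC100 as 100% / Repeats: no replicates (n 1) / Measure: % activation from peak over basal fluorescence ratio, DMSO-to-PEA scaled / Timing: 17-24 h plating, Fluo-8 75 min 37 °C, 30 min RT / Technique: kinetic Fluo-8 calcium fluorescence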
# M5 ag: human M5 muscarinic receptor agonists, primary screen, CHO-K1 cells, Fluo-8 calcium fluorescence | 0.19% of 360,000 active | activation, % at 3 µM | CHO-K1 hM5 cells; 0% DMSO wells, 100% maximal acetylcholine response | AID 624037, 2012;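 active = activation above the run's mean over test compounds plus 3 SD, cut at about 23% in these data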;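 also: signal is peak over basal fluorescence ratio across the kinetic read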
# M5 PAM: human M5 muscarinic receptor positive allosteric modulators, primary screen, CHO-K1 cells, Fluo-8 calcium fluorescence; activation, % at 3 µM; AID 624038, 2012; 0.3% of 360,000 active; CHO-K1 hM5, ACh EC20 PAM; 0% = ACh EC20, 100% = ACh EC100;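 active = activation above the run cutoff, the mean activation of all test compounds plus 3 SD, cut at about 18% in these data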
#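 system = human M5 receptor in CHO-K1 cells | reagent = EC20 acetylcholine as agonist stimulus | compound dosing = single-point, 3 µM nominal | incubation = Fluo-8 loading 80 min at 37 °C plus 30 min room temperature | detection = Fluo-8 calcium dye fluorescence, kinetic read | benchmarks = low control EC20 acetylcholine (0%), high control EC100 acetylcholine (100%)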
# M5 antag: human M5 muscarinic receptor antagonists, primary screen, CHO cells, Fluo-8 calcium fluorescence; Muscarinic acetylcholine receptor M5 (Homo sapiens), P08912; CHO-hM5 cells, ACh EC80; inhibition, % at 3 µM; 0.59% of 360,000 active; AID 624040, 2012;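 active = inhibition above a per-plate cutoff, the mean of that plate's test compounds plus 3 SD, cut at about 27% in these data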;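 also: 0% = acetylcholine EC80 with DMSO and 100% = DMSO without agonist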
# M4 PAM: human M4 muscarinic receptor positive allosteric modulators, primary screen, CHO-K1 cells, Fluo-8 calcium fluorescence. CHO-K1 hM4/Gqi5, ACh EC20; 0% = ACh EC20, 100% = maximal ACh. AID 624126, 2012. activation, % at 3 µM. 0.4% of 360,000 active;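 active = activation above its plate's cutoff, the mean activation of sample wells plus 3 SD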; also: some results filed as inactive read as strong as hits
# Target sequence (P08173 whole entry, looked up): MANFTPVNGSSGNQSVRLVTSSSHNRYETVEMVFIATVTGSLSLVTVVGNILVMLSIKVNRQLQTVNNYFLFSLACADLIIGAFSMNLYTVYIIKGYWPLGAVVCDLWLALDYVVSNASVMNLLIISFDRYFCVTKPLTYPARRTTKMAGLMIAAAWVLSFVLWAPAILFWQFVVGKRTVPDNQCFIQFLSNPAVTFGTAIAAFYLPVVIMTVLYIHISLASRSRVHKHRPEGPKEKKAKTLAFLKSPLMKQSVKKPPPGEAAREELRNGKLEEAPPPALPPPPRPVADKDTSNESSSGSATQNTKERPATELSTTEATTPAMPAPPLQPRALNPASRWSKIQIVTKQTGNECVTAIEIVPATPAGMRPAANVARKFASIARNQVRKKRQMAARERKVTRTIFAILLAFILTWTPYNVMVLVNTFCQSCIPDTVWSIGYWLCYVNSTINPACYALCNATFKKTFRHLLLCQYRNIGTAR
# CHO-K1 Ca PAM: nonselective calcium activators in parental CHO-K1 cells, primary screen, counter-screen for M1 PAM project, cell-based, Fluo-8 calcium fluorescence, full deck, 1536-well. ATP EC20; 0% at ATP EC20, 100% at ATP max. activation, % at 3 µM. 0.02% of 360,000 active. AID 602247, 2012;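 active = activation above the run cutoff, the mean activation of all test compounds plus 3 SD, cut at about 40% in these data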;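 also: peak over basal fluorescence ratio in a 140 s read after ATP addition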
# CRFR2-BP ag: agonists of CRF-BP/CRF-R2 complex, primary screen, cell-based, HEK293, calcium dye fluorescence, uHTS. calcium dye fluorescence (FLIPR); percent of saturating CRF peptide response. activation, % at 13.2 µM. 0.46% of 350,000 active. AID 588473, 2011;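 active = activation of at least 50%, plus an integration ratio under a set limit after plate pattern correction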;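 also: plate controls were neutral control wells without compound for no effect and CRF at EC100 for full effect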
# TAAR1 antag: human TAAR1 antagonists, primary screen, Fluo-8 calcium fluorescence, CHO RD-HGA16 cells; 1.5% of 360,000 active; antagonist; Trace amine-associated receptor 1 (Homo sapiens), Q96RJ0; inhibition, % at 3 µM;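 active = inhibition above a per-plate cutoff, the mean inhibition of test compounds on that plate plus 3 SD, cut at about 49% in these data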;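 also: 0% = DMSO plus EC80 beta-PEA response and 100% = DMSO alone without agonist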
#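 Test system – hTAAR1-expressing CHO RD-HGA16 cells, Gα16-coupled · Reagent – β-PEA at EC80 concentration, post-compound challenge · Compound dosing – 3 µM, single point · Timing – 140 s kinetic read after compound, 140 s after agonist · Detection – Fluo-8 intracellular calcium dye fluorescence, real-time kinetic reads · Control set – DMSO and EC80 PEA controls · Repeats – n of 1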
# CRFBP-R2 block: antagonists of CRF-BP/CRF-R2 complex, primary screen, cell-based, HEK293, calcium dye fluorescence, uHTS | AID 588475, 2011 | 0.59% of 350,000 active | inhibition, % at 11.8 µM | CRF-induced calcium fluorescence;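 active = inhibition of the ligand-induced calcium signal above about 50% at the single tested concentration, limit read from the data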
# The depositor's hits bear a star; nt = not tested or not shown.
SMILES,TAAR1 ag,M5 ag,M5 PAM,M5 antag,M4 PAM,CHO-K1 Ca PAM,CRFR2-BP ag,TAAR1 antag,CRFBP-R2 block
C=CCn1c(SCc2c(F)c(F)c(F)c(F)c2F)nc(O)cc1=O,6,2,-1,0,5,15,-2.4,5,-8
Cc1ccc(C)c(-n2c(CNC(=O)c3ccco3)nnc2SCC(=O)N2CCc3ccccc32)c1,3,-1,-3,2,-2,6,-2.6,-11,0
C(=N\n1cnnc1)/c1ccc(N2CCOCC2)cc1,4,1,9,-7,11,8,-0.4,5,6
Cc1ccc(NC(=O)COC(=O)COc2cccc3c2OC(C)(C)C3)c(C)c1,1,-2,2,0,7,7,-0.8,-11,-6
CC1=C(C(=O)OC(C)C)C(c2cccs2)NC(=S)N1 (stereo not given),0,-5,0,6,6,20,-0.5,-3,2
COc1ccc2c(c1OC)C(=O)N(c1nc(SC)n[nH]1)C2=O,1,1,0,13,0,1,-0.2,2,12
C/C(=N\NC(=O)c1ccco1)c1ccc(NC(=O)C(F)(F)F)cc1,3,-3,-4,10,-7,-5,7.0,-12,-6
O=C(COC(=O)c1ccccc1)Nc1ccc(Cl)cn1,0,-4,-3,10,6,11,-1.1,0,-3
CN(C(=O)CSc1nnc(-c2ccncc2)n1Cc1ccccc1)C1CCS(=O)(=O)C1 (stereo not given),nt,-2,5,10,5,12,nt,nt,nt
CC(=O)c1c(C)[nH]c(C(=O)COC(=O)c2cc(C)oc2C)c1C,8,4,-17,16,-2,-12,0.6,16,-2
COC(=O)c1ccc(NC(=O)CSCc2ccc(C)cc2)cc1,7,-6,-3,-5,1,17,-0.8,-9,-14
CS(=O)(=O)n1nc(OC(=O)c2cc(Br)ccc2Cl)cc1N,0,-1,-2,5,4,27,0.0,6,3
CCOC(=O)C1=C(c2ccccc2)c2ccccc2OC1C(=O)OCC (stereo not given),-2,-2,-5,-6,-3,14,-5.7,-17,1
Cc1cc(Cl)ccc1OC(C)C(=O)OCC(=O)c1ccc[nH]1 (stereo not given),22,-8,-14,5,-4,6,0.2,-5,-8
Nc1c(C(=O)OCC(=O)NCc2ccccc2)[nH]c(=O)[nH]c1=O,0,-1,8,7,18,21,1.2,-19,-2
O=C(OCc1ccc(Br)cc1F)c1cc2ccccc2oc1=O,0,-1,4,-2,8,6,-0.2,-11,7
COc1cc(C=C2NC(=O)NC2=O)ccc1O,0,1,-1,-6,6,27,-2.0,-1,13
COc1ccc(CCNC(C(=O)Nc2cc(C)cc(C)c2)c2ccccc2)cc1 (stereo not given),2,-4,-5,11,1,15,5.2,-2,16
CCOc1ccc(N2C(=O)CC(SCCN)C2=O)cc1 (stereo not given),4,-1,1,-6,3,13,-1.5,-9,10
CC(C)NC(=O)c1ccc(COCC(F)(F)C(F)F)cc1,9,0,-1,2,7,3,-4.7,2,23
COc1ccc(CO[C@@H]2O[C@H](CO)[C@@H](O)[C@H](O)[C@H]2NC(C)=O)cc1OC,3,-1,-4,13,2,-25,5.9,-14,2
Cc1ccc(C)c(S(=O)(=O)N2CCCC2CNC(=O)C(=O)NCc2cccs2)c1 (stereo not given),1,1,-5,7,-2,3,-1.8,-22,-8
Cc1ccccc1C(=O)N1CCC[C@@H]1C(=O)N1CCC[C@H]1C(=O)NCc1ccncc1,0,2,-2,2,-3,17,nt,-17,nt
COc1cc2c(cc1OC)CN(CC(=O)Nc1ccc(C)c(C)c1)CC2,0,-2,-5,15,-9,-1,-4.0,4,4
O=S(=O)(c1ccc(Oc2ccc(Cl)cc2)nc1)N1CCOCC1,4,-4,-1,5,12,1,-2.7,-5,-2
C[C@@H](C(=O)Nc1ccc2ccccc2c1)[C@@H]1C[C@@]1(C)[C@@H](NC(=O)c1cnccn1)c1ccccc1,1,1,-8,2,-5,3,2.0,-6,-3
CC(=O)CCC(=O)c1ccc2ccccc2c1,0,0,2,-5,0,22,1.9,-6,14
CCCCCCSC1=C(C#N)C(c2ccc(C)o2)CC(=O)N1 (stereo not given),6,-4,-2,2,-5,8,-0.1,27,15
Nc1ccccc1N1CCN(C(=O)c2ccccc2)CC1,3,-2,2,3,9,16,-1.0,3,-9
CC(C)[C@H]1CN=C2N(CCNC(=O)CCC3CCCCC3)[C@H](Cc3ccc(O)cc3)CN21,11,-11,-3,8,-5,-13,0.0,-19,-2

# 2 consecutive records out of the list so far, quoted:
SMILES,TAAR1 ag,M5 ag,M5 PAM,M5 antag,M4 PAM,CHO-K1 Ca PAM,CRFR2-BP ag,TAAR1 antag,CRFBP-R2 block
O=C(OCc1ccc(Br)cc1F)c1cc2ccccc2oc1=O,0,-1,4,-2,8,6,-0.2,-11,7
COc1cc(C=C2NC(=O)NC2=O)ccc1O,0,1,-1,-6,6,27,-2.0,-1,13

# Other entries.
SMILES,TAAR1 ag,M5 ag,M5 PAM,M5 antag,M4 PAM,CHO-K1 Ca PAM,CRFR2-BP ag,TAAR1 antag,CRFBP-R2 block
CCn1c(CC(=O)Nc2ccccc2F)nnc1SCC(=O)NC1CCCC1,0,-1,-2,11,5,9,0.6,-10,3
O=C(NC12CC3CC(CC(C3)C1)C2)C1CC(=O)N(c2ccccc2)C1 (stereo not given),11,0,-3,-1,0,16,-0.1,-3,-10
O=C(O)CCCC(=O)Nc1ccc(C(=O)NCc2cccnc2)cc1,7,-4,-2,7,-2,2,-1.9,16,14
Cc1ccccc1OCCC(=O)OCC(=O)NC1CC1,1,-3,6,8,8,13,0.3,-24,5
COc1ccc(/C(C)=N/N=C(N)N)c(O)c1,-1,1,0,0,-7,-7,-1.6,-9,-12
Cc1nn(CC(=O)Nc2ccc3c(c2)nc(CCN2CCCCC2)n3C)c(=O)c2ccccc12,12,-9,-2,-4,-10,15,1.4,-13,21
O=C(Oc1ccc2c(c1)O/C(=C\c1ccncc1)C2=O)c1ccccc1,2,2,2,5,14,0,45,-19,-49
COc1ccc(C(=O)NNC(=O)c2ccccc2[N+](=O)[O-])cc1[N+](=O)[O-],9,3,2,2,2,22,1.6,-6,-3
CC(=O)Nc1ccc(NC(=O)COC(=O)c2c3c(nc4ccccc24)CCN(Cc2ccccc2)C3)cc1,20,1,-18,24,-12,-9,-0.1,63*,-16
CCc1ccc(-c2cc(C)no2)cc1S(=O)(=O)Nc1ccccn1,1,-3,3,-2,-4,14,-1.0,-10,18
COc1ccc(/C=C/C(=O)N2CCN(S(=O)(=O)c3ccccc3Br)CC2)cc1OC,8,-6,3,3,6,-12,-0.4,2,2
COc1cc(OC)cc(-c2nc3ccccc3c(=O)n2NC(=O)c2cccnc2Cl)c1,1,3,5,-4,1,9,-0.5,1,7
CC(=O)Nc1cccc(Cl)c1C(=O)O,5,-2,1,-2,2,18,1.5,-5,44
Cc1cccc(-c2cc3nc(C)cc(NCCCN(C)C)n3n2)c1,4,2,8,9,25,10,0.5,-11,7
CC1CN(c2oc(Cc3cccc4ccccc34)nc2C#N)CC(C)O1 (stereo not given),0,-5,3,-6,1,11,0.2,-5,-3

# Nothing new here: entries from further up.
SMILES,TAAR1 ag,M5 ag,M5 PAM,M5 antag,M4 PAM,CHO-K1 Ca PAM,CRFR2-BP ag,TAAR1 antag,CRFBP-R2 block
CC(C)[C@H]1CN=C2N(CCNC(=O)CCC3CCCCC3)[C@H](Cc3ccc(O)cc3)CN21,11,-11,-3,8,-5,-13,0.0,-19,-2
CCn1c(CC(=O)Nc2ccccc2F)nnc1SCC(=O)NC1CCCC1,0,-1,-2,11,5,9,0.6,-10,3
O=C(NC12CC3CC(CC(C3)C1)C2)C1CC(=O)N(c2ccccc2)C1 (stereo not given),11,0,-3,-1,0,16,-0.1,-3,-10
O=C(O)CCCC(=O)Nc1ccc(C(=O)NCc2cccnc2)cc1,7,-4,-2,7,-2,2,-1.9,16,14
Cc1ccccc1OCCC(=O)OCC(=O)NC1CC1,1,-3,6,8,8,13,0.3,-24,5
COc1ccc(/C(C)=N/N=C(N)N)c(O)c1,-1,1,0,0,-7,-7,-1.6,-9,-12
Cc1nn(CC(=O)Nc2ccc3c(c2)nc(CCN2CCCCC2)n3C)c(=O)c2ccccc12,12,-9,-2,-4,-10,15,1.4,-13,21
O=C(Oc1ccc2c(c1)O/C(=C\c1ccncc1)C2=O)c1ccccc1,2,2,2,5,14,0,45,-19,-49
COc1ccc(C(=O)NNC(=O)c2ccccc2[N+](=O)[O-])cc1[N+](=O)[O-],9,3,2,2,2,22,1.6,-6,-3
CC(=O)Nc1ccc(NC(=O)COC(=O)c2c3c(nc4ccccc24)CCN(Cc2ccccc2)C3)cc1,20,1,-18,24,-12,-9,-0.1,63*,-16
CCc1ccc(-c2cc(C)no2)cc1S(=O)(=O)Nc1ccccn1,1,-3,3,-2,-4,14,-1.0,-10,18
COc1ccc(/C=C/C(=O)N2CCN(S(=O)(=O)c3ccccc3Br)CC2)cc1OC,8,-6,3,3,6,-12,-0.4,2,2
COc1cc(OC)cc(-c2nc3ccccc3c(=O)n2NC(=O)c2cccnc2Cl)c1,1,3,5,-4,1,9,-0.5,1,7

# (next part)
SMILES,TAAR1 ag,M5 ag,M5 PAM,M5 antag,M4 PAM,CHO-K1 Ca PAM,CRFR2-BP ag,TAAR1 antag,CRFBP-R2 block
CCCCC(=O)NCc1ccc(F)cc1,2,1,10,-13,8,3,3.8,-3,4
COc1ccc(C(=O)COC(=O)c2cc(S(=O)(=O)NCc3ccccc3)ccc2O)cc1,5,-4,-11,6,-2,2,3.2,-24,-11
COc1ccc(C(=O)n2cnc(N)n2)cc1,8,-4,-2,0,0,10,-1.7,0,15
CC(=O)OC(C)(C)/C=C/C(=O)[C@](C)(O)C1[C@H](O)C[C@@]2(C)C3CC=C4C(C=C(O[C@@H]5O[C@H](CO)[C@@H](O)[C@H](O)[C@H]5O)C(=O)C4(C)C)[C@]3(C)C(=O)C[C@]12C (stereo not given in full),3,2,-4,10,9,2,4.5,4,-20
O=C(NCc1cccnc1)C1CC(=O)N(c2ccc(Cl)cc2)C1 (stereo not given),0,-10,8,10,-5,-7,-0.3,4,2
CC(NC(=O)CNC(=O)c1sc2ccccc2c1Cl)c1cccnc1 (stereo not given),-2,-1,10,-13,8,17,-2.7,-3,-11
